Compound activity (PubChem BioAssay)
JMJD2A Tudor – inhibitors of human JMJD2A Tudor domain | O75164 | AlphaScreen JMJD2A-Tudor / H3K4me3 peptide binding | Potency, µM (doses to about 114 µM), without a hit: at the top dose activity change, negative = inhibition, most hits filed as inhibitors | 390,000 tested, 4.4% active; further: on the % scale 0 is the no-effect control and ±100 the full control effect; nearly all actives have a fitted effect of over 50% in size
rTrxR1 inhibitor – inhibitors of rat thioredoxin reductase 1. 390,000 tested, 1% active. recombinant rTrxR1, NADPH fluorescence consumption, selenite substrate. O89049. Potency, µM (highest dose often 114 µM), without a hit: at the top dose activity change, negative = inhibition, usual class: inhibitors. AID 588453; further: on the % scale 0 is the no-effect control and ±100 the full control effect; nearly all actives have a fitted effect of over 65% in size
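Rat TrxR1 (90 nM in the dispensed reagent) was pre-reduced with 400 uM NADPH for 5 min at room temperature, then incubated with compound for 15 min. After 400 uM selenite was added, NADPH fluorescence (Ex 340/Em 450 nm) was followed for 8 min.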
PGK inhibitor – blocks T. brucei phosphoglycerate kinase. P07378. PGK/GAPDH coupled, Kinase-Glo luminescence, 60 min. Potency, µM (highest dose often 57.5 µM), for inactives: top-dose activity change, negative = inhibition, usual class: inhibitors. 380,000 tested, 0.043% active. AID 602233; further: on the % scale 0 is the no-effect control and ±100 the full control effect; nearly all actives have a fitted effect of over 60% in size
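Luminescent ATP detection (Kinase-Glo Plus) follows a 60-minute room-temperature incubation, with wells lacking PGK as controls. Buffer: 100 mM TEA (pH 7.6), 5 mM MgCl2, 0.01% Tween-20. Coupling enzyme GAPDH (100 nM final) supplies unstable 1,3-BPG in-well.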
HP1b chromo inh – inhibitors of HP1-beta chromodomain binding to methylated histone tails; AlphaScreen HP1-beta / biotin-H3K9me3 peptide binding; Potency, µM (highest dose often 114 µM), for inactives: at the top dose activity change, negative = inhibition, usual class: inhibitors; 390,000 tested, 0.56% active; AID 540317; further: nearly all actives have a fitted effect of over 70% in size; inactives centre near 23
Target sequence (P83916 whole entry, looked up): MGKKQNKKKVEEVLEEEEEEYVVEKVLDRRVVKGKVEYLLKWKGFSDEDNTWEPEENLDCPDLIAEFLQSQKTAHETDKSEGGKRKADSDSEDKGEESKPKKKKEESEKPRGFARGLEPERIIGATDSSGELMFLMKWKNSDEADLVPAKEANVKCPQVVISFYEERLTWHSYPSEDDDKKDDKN
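AlphaScreen: HP1-beta (50 nM) preformed 30 min with biotin-H3(1-18)K9me3 peptide (50 nM) in PBS pH 7.4, 0.01% Tween-20. Compound added for 30 min at RT, then streptavidin donor/nickel chelate acceptor beads (10 ug/mL) for 30 min.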
GLS inhibitor – glutaminase GLS (human) inhibition; O94925; Potency, µM (doses to about 45.5 µM), without a hit: top-dose activity change, negative = inhibition, actives largely listed as inhibitors; 410,000 tested, 0.21% active; GLS enzymatic activity, qHTS titration; AID 624170; further: on the % scale 0 is the no-effect control and ±100 the full control effect
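Assay buffer: 45 mM KH2PO4 pH 8.2, 0.02% Tween-20. hKGA acts on L-glutamine (1 mM solution added); product glutamate is reported by an oxidase/peroxidase Amplex Red coupling, with fluorescence taken at baseline and 30 min.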
ALOX12 inh – blocks human arachidonate 12S-lipoxygenase. purified 12hLO, xylenol orange hydroperoxide absorbance. Potency, µM (titrated, usually from 108 µM), without a hit: at the top dose activity change, negative = inhibition, actives largely listed as inhibitors. 580,000 tested, 1.1% active; further: on the % scale 0 is the no-effect control and ±100 the full control effect
Target sequence (P18054 whole entry, looked up): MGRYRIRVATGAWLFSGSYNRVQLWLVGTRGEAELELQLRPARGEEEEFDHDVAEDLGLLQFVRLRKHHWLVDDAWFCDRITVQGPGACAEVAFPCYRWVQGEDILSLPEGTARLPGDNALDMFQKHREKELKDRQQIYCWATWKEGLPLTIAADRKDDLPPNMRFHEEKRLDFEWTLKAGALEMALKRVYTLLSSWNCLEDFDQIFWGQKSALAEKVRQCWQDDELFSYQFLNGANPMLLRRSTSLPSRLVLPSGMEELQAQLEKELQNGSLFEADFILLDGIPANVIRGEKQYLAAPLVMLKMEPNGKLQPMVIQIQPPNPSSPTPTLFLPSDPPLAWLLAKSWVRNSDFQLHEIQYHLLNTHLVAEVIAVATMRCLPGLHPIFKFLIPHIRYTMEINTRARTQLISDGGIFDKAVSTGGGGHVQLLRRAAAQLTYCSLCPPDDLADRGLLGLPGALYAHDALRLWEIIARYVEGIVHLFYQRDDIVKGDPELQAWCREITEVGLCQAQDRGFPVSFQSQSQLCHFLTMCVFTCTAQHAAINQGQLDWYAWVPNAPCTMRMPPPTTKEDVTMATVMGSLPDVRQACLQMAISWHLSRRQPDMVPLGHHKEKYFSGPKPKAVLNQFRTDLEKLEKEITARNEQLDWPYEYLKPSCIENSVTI
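Hydroperoxide product was detected by ferrous iron/xylenol orange as the 573 to 405 nm absorbance ratio. Arachidonic acid at 40 uM (final) was turned over for 30 min at room temperature by 150 nM human 12hLO, pH 7.0 Hepes buffer, after 15 min compound preincubation.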
ERG Ets-DNA blk – ERG Ets/DNA interaction inhibition; P11308; Potency, µM (top dose mostly 76.9 µM), for inactives: at the top dose FP activity, negative = inhibition, hits mostly inhibitors; 370,000 tested, 0.028% active; fluorescence polarization, His-ERG Ets domain / labelled DNA; active means well fitted inhibition curve with a large enough effect in the polarisation, with a control signal flat; inconclusive means small, poorly fitted or top-dose-only effect, or effect the other way, or a change in a side signal; inactive means no such curve, though single readings can be large or run the other way; the % refers to the polarisation;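 further: polarization taken with two DNA probes labelled with fluorescein and Texas red; % of control where 0% means no effect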
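His-tagged ERG Ets domain (1 uM in the protein solution; 300mM KCl, 50mM Tris-HCl, 1mM EDTA, 1mM DTT, pH 7.5) received compound, then a probe mix of 5 nM fluorescein-DNA and 100nM Texas-615-DNA. Fluorescence polarization was read for both dyes.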
Pin1 inhibitor – inhibitors of human Pin1; Pin1 FP peptide displacement, HiFluor488, 10 min; Potency, µM (titrated, usually from 115 µM), inactives show at the highest dose activity, negative = inhibition, actives largely listed as inhibitors; 390,000 tested, 0.009% active; AID 504891; active means well fitted inhibition curve with a large enough effect in the polarisation, with a control signal flat, not every such curve was filed as active; inconclusive means small, poorly fitted or top-dose-only effect, or effect the other way, or a change in a side signal; inactive means no such curve, though single readings can be large or run the other way; the % refers to the polarisation; further: on the % scale 0 is the no-effect control and ±100 the full control effect
Target sequence (Q13526 whole entry, looked up): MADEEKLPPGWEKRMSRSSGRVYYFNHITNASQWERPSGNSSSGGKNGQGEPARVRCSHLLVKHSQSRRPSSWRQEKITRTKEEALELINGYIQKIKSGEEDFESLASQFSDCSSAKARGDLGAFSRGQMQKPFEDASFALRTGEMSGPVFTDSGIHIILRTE
RGS4 inh – inhibitors of human regulator of G protein signaling 4; P49798; Transcreener GDP fluorescence polarization, RGS4-accelerated GTP hydrolysis; Potency, µM (highest dose often 114 µM), inactives show at the highest dose activity change, negative = inhibition, actives largely listed as inhibitors; 390,000 tested, 0.039% active; AID 504845; further: on the % scale 0 is the no-effect control and ±100 the full control effect; nearly all actives have a fitted effect of over 75% in size; some results filed as inactive show a strong effect at the top dose
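MLSMR compounds (23 nl, pin-transferred) preincubated 10 min at room temperature with a 500nM (2x) first reagent, then RGS4 at 900nM (2x) plus Transcreener GDP mix added; fluorescence polarization (620/688 nm) read before and after 90 min at 30 °C.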
Active calls of the source: *; i = inactive; ? = inconclusive; & = joins results of further samples; [ ] = dose if it differs, or a comment. Unless noted, the call rests on the fitted dose curve; in most records, active means well fitted curve in the direction sought with a large enough effect; inconclusive means small, poorly fitted or top-dose-only effect, or another doubt; inactive means no such curve, though single readings can be large; an effect the other way counts as inactive or inconclusive. Potency means the concentration at half of the fitted maximal effect. These rows are one share of the data; count on the stated rates, not on these rows.

entry	SMILES	JMJD2A Tudor	rTrxR1 inhibitor	PGK inhibitor	HP1b chromo inh	GLS inhibitor	ALOX12 inh	ERG Ets-DNA blk	Pin1 inhibitor	RGS4 inh
1	CN(CC(=O)Nc1ccc(OC(F)(F)F)cc1)C(=O)c1ccccc1SCC(=O)N1CCCC1	2.3%	-10.7%	-2.0%	34.2%	-17.7%	-0.5%	30.7%[activator]	-0.7%	-33.0%
2	O=C(CSc1nc2ccccc2o1)Nc1nccs1	-4.8%	2.4%	-7.0%	32.8%	-16.0%	5.6%	-1.9%	-1.7%	-10.6%
3	COC(=O)c1ccc(CSc2nnc(NCc3ccccc3)s2)o1	-0.4%	-12.6%[57.1 µM]	i	44.7%[activator]	4.3%	0.0%	-4.6%	-2.0%	-11.0%
4	CCOc1ccc(NC(=O)[C@@H]2CCC(=O)N2C2OC(=O)c3ccccc32)cc1 (stereo partly specified)	?	3.5%	-6.6%	42.9%[activator]	2.4%	-18.2%	8.0%	-8.0%	-8.1%
5	Cc1ccc(Cn2nc3n(c2=O)-c2cc(Cl)ccc2OC3)cc1	-2.6%	8.8%	0.1%	44.1%[activator]	-0.3%	-17.8%	3.0%	-3.7%	-2.7%
6	COc1ccc(CCNC(=O)C2CCN(C(=O)c3ccccc3)CC2)cc1	-11.5%	33.9%	-1.6%	30.6%	-3.3%	14.0%	-9.3%	1.8%	5.9%
7	O=C(O)COc1ccccc1/C=N/NC(=O)CN1CCN(Cc2ccc(Cl)cc2)CC1	-16.9%	12.2%	i	80.4%[activator]	1.0%	7.8%	4.5%	2.6%	2.6%[56.9 µM]
8	CC(C)NC(=O)c1cc2n(n1)C(C(F)(F)F)CC(c1ccco1)N2 (stereo unspecified)	-9.4%	-10.0%	6.3%	17.1%	-7.3%	-2.6%	5.3%	5.5%	3.2%
9	CC(C)OC(=O)c1ccc(NC(=O)c2ccccc2)cc1	3.4%	-13.5%	0.6%	39.5%[activator]	0.5%	-3.0%	0.3%	1.9%	1.6%
10	Cc1nc(-c2ccc(Cl)cc2)sc1C1(C)CC(c2c(Cl)cccc2Cl)=NO1 (stereo unspecified)	3.5%	46.4%[activator]	-5.9%	38.6%	4.3%	1.2%	2.0%	-2.4%	4.4%
11	CC(=O)NC(Cc1ccccc1C)C(=O)NC1CCN(C(=O)c2ccc(C)cc2)CC1 (stereo unspecified)	13.7%	16.9%	-8.9%	34.3%	-6.7%	-11.8%	-2.2%	3.2%	-5.0%
12	CC(=O)Nc1ccc(S(=O)(=O)NCCSCc2ccc(Cl)cc2Cl)cc1	-11.9%	7.8%	4.7%	20.7%	1.0%	0.0%	5.3%	13.8%	-2.9%
13	CCCC(=O)Nc1ccc2nc(SCCOc3ccccc3)sc2c1	-8.9%	17.3%	-8.6%	46.6%[activator]	-8.7%	-7.4%	2.7%	-7.5%	2.0%
14	O=C(CSc1nnc(-c2cccc(F)c2)o1)N1CCCC1	-6.7%	20.4%	-0.6%	-11.6%	2.9%	7.1%	47.3%[activator]	-0.4%	6.5%
15	CCOC(=O)N1CCN(C(=O)CCS(=O)(=O)c2ccc(Br)s2)CC1	-9.0%	-10.4%	-5.1%	18.3%	1.2%	0.0%	-6.0%	1.6%	18.6%
16	COc1cc2c(cc1NC(=O)CSc1nnnn1-c1ccccc1)oc1ccccc12	-7.3%	7.9%	-3.5%	23.4%	-3.6%	0.0%	0.4%	?	-3.7%
17	COc1ccc(NS(=O)(=O)c2cccc(C(=O)NCCCn3ccnc3)c2)cc1	-18.6%	-6.5%	-1.6%	5.0%	19.4%	-21.7%	-1.7%	-3.7%	7.1%
18	Cn1nc2sc3ccccc3n2c(=O)c1=O	-7.5%	14.8%[57.1 µM]	-0.1%	16.7%	-17.1%	172.5%[activator]	-13.7%	-1.5%	-18.9%
19	CC1CCN(S(=O)(=O)c2cccc(C(=O)NC3CCCCC3)c2)CC1	-29.1%	5.8%[57.1 µM]	i	11.9%	-5.0%	-11.3%	1.7%	-2.3%	-33.4%
20	CC(C)c1ccccc1NC(=S)NCc1nc2ccccc2[nH]1	-28.5%	-2.2%[57.1 µM]	i	16.4%	11.1%	-18.6%	7.1%	-4.3%	2.3%
21	O=C(c1ccco1)N1CCN(c2nc3c(F)cc(F)cc3s2)CC1	-20.8%	5.5%[57.1 µM]	-5.0%	21.2%	-12.8%	-23.4%	-5.8%	-15.2%	15.7%
22	COc1ccc(NC(=O)CSc2nc(C(C)C)nc3c2c(=O)n(C)c(=O)n3C)c(OC)c1	10.3%	19.1%	-4.1%	37.2%	-11.0%	0.8%	-4.7%	-1.2%	6.8%
23	COc1ccc(-c2nc(C)c(CCNC(=O)Cc3ccc(F)cc3)s2)cc1OC	-0.6%	9.5%[57.1 µM]	0.5%	25.1%[57 µM]	3.3%	0.0%	-0.4%	2.9%	-48.7%
24	CCOc1ccccc1CNCCNCC(C)O (stereo unspecified)	-7.9%	13.2%	i	65.1%[activator]	-5.8%	11.0%	8.8%	6.3%	-6.5%
25	CC(=O)N/N=C(/C)c1ccc(NC(=O)c2csc(C)c2C)cc1	-10.3%	11.6%	-1.8%	34.1%	9.1%	2.1%	3.0%	-4.7%	14.4%
26	CCOC(=O)c1cc(C)sc1N1C(=O)C2C3C=CC(C3)C2C1=O (stereo unspecified)	-16.4%	9.5%	-0.6%	7.3%	-8.1%	?	-0.6%	-4.6%	-18.9%
27	O=[N+]([O-])c1cccc(C=NN=C2c3ccccc3-c3ccccc32)c1	?	-8.3%[11.4 µM]	0.4%	?	7.7%	0.4%	7.4%	1.8%	?
28	Cc1cc2cc(C=C(C#N)C#N)c(Cl)nc2cc1C	-25.7%	?	-9.7%	8.5%	14.9%	-12.7%	-4.4%	?	?
29	COC(=O)c1cccc(NC(=O)C2COc3ccccc3O2)c1C (stereo unspecified)	2.1%	0.6%	2.7%	35.3%	0.4%	-12.1%	1.6%	1.2%	-5.2%
30	COc1ccc(N(CC(O)Cn2c(C)nc3ccccc32)S(=O)(=O)c2ccc(C)cc2)cc1 (stereo unspecified)	-12.1%	12.7%	-1.4%	22.3%	-2.1%	16.9%	-2.8%	5.7%	-20.7%
31	COc1ccc(OCc2nc(-c3ccc(F)c(F)c3)cs2)cc1	0.7%	11.7%	-8.6%	52.8%[activator]	1.3%	332.6%[activator]	17.9%	1.8%	9.4%
32	O=C(c1ccc(Cl)cc1)C1CCCN(Cc2ccc(Oc3ncccn3)cc2)C1 (stereo unspecified)	-11.9%	18.0%	-5.6%	10.3%	-0.1%	-5.5%	4.1%	-1.8%	14.1%
33	NS(=O)(=O)c1cc(C(=O)OCC(=O)Nc2ccc3c(c2)OCO3)ccc1Cl	-19.2%	18.3%	-7.5%	1.3%	5.9%	-24.2%	0.3%	-3.2%	17.9%
34	CCOC(=O)N1CCc2c(sc3c2c(=O)n(Cc2ccccc2)c(=O)n3CC(=O)Nc2ccc(C)c(C)c2)C1	-18.9%	15.1%	3.8%	15.7%	-8.7%	-13.3%	-5.3%	1.5%	5.8%
35	COc1ccc(OCC(O)COc2ccc(OC)cc2)cc1	-0.8%	8.2%	-0.1%	22.6%	0.2%	9.8%	8.3%	-4.4%	-4.6%
36	O=C(NCC(c1ccco1)N1CCCC1)c1cccc(NS(=O)(=O)c2ccccc2)c1 (stereo unspecified)	-25.0%	2.6%	1.4%	18.4%	8.1%	-16.4%	0.4%	5.5%	-1.3%
37	CCn1c(SCC(=O)N2CCCC2)nc2c(c1=O)SCC2	-1.5%	-8.8%	-7.9%	47.3%[activator]	-13.0%	5.8%	-12.8%	-1.0%	-8.7%
38	O=C1CC(N2CCOCC2)C(=O)N1c1ccc2c(c1)OCO2 (stereo unspecified)	-8.7%	11.8%[57.1 µM]	-9.8%	49.0%	1.7%	-10.2%	1.2%	-3.0%	-5.9%
39	COc1ccc(NC(=O)CC(C)c2ccccc2)cc1S(=O)(=O)N1CCOCC1 (stereo unspecified)	-13.9%	17.5%	-4.9%	28.4%	-0.1%	19.6%	-3.8%	-3.6%	-5.5%
40	Cc1cccn2c(=O)cc(COc3cccc(NC(=O)COc4ccccc4)c3)nc12	-12.7%	10.9%[57.1 µM]	-1.8%	12.1%[57 µM]	3.9%	23.2%&-9.8%	5.1%	17.4%	-9.9%
41	COc1ccc2c(c1)[nH]c1c(=O)n(CCN3CCOCC3)cnc12	-9.3%	-3.7%	?	24.7%	0.0%	-19.6%	10.0%	7.8%	1.7%
42	COc1ccccc1N(C)S(=O)(=O)c1ccc(Cl)c(C(=O)OCc2c(C)noc2C)c1	7.7%	19.9%	-5.1%	53.6%[activator]	-0.5%	-0.5%	85.4%[activator]	16.0%	-20.5%
43	O=C(C[n+]1ccc2c(c1)nnn2-c1ccccc1)c1ccc(Cl)cc1	-19.9%	-0.3%[57.1 µM]	0.7%	0.2%	-0.7%	19.4%	-7.0%	-6.0%	16.5%
44	O=C(COc1ccccc1Br)NCCc1nc2ccccc2[nH]1	-22.0%&-14.1%	-11.2%	-5.0%	39.3%	-2.8%	8.9%	7.2%	1.7%&-7.2%	5.0%
